RPL19A-GFP yeast: alters RPL19A-GFP fluorescence in TOR pathway yeast screen. percent response vs DMSO, % at 10 µM. AID 2025. hit rate 0.3% among 330,000. S. cerevisiae RPL19A-GFP strain, flow cytometry, 3 h; hits give low values;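 active = percent response vs DMSO below 50%; inconclusive = fewer than 70 events counted for the yeast strain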;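 also: median channel GFP fluorescence of the barcoded RPL19A-GFP strain; ratio of sample median GFP to plate DMSO average so 100% = DMSO; lower means less RPL19A-GFP as with rapamycin TOR inhibition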
LAP4 TOR yeast: modulators of TOR pathway LAP4-GFP in S. cerevisiae; S. cerevisiae LAP4-GFP multiplex, flow cytometry GFP, 3 h; median GFP as percent of DMSO wells; GFP response vs DMSO, % at 10 µM; hit rate 0.34% among 320,000; AID 2023;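 active = GFP response vs DMSO above a set limit, about the screen mean plus 3 SD, cut at about 150% in these data; inconclusive = under 70 cell events counted for the yeast strain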
proCasp7 act: counter-screen for procaspase-3 activators: activators of human procaspase-7; hit rate 0.093% among 330,000; activation, % at 8.5 µM; recombinant procaspase-7, Ac-DEVD-pNA absorbance 405 nm; D23A/D198A/D206A triple mutant, cannot self-cleave; scale: DMSO 0, 5 µM enzyme 100;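 active = percent activation above the screen-wide mean plus 3 SD, cut at about 25% in these data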
Target sequence (P55210 whole entry D23A/D198A/D206A): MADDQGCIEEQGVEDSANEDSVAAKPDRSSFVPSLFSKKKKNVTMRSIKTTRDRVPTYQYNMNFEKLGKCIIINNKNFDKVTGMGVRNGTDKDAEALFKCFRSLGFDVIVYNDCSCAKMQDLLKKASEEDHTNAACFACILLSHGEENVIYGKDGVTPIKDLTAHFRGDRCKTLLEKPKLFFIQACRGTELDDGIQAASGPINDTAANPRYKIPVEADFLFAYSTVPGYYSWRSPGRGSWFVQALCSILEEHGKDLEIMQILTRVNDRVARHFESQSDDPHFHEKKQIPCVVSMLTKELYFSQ
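Material: Procaspase-7 triple mutant (PC-7 D3A) | Quantity: 2 µM procaspase-7 mutant as dispensed | Reagent: DEVD-pNA substrate | Times: 1 h preincubation, 2 h reaction | Technique: 405 nm absorbance of p-nitroaniline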
AHR act: human AHR activation | hit rate 2.5% among 320,000 | P35869 | AHR-responsive luciferase reporter cells, luminescence | activation, % at 5 µM; in the data active = activation above about 47%;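 also: 0% = vehicle wells and 100% = reference agonist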
CR mimetic SO: caloric restriction mimetics inhibiting age-related superoxide in yeast; S. cerevisiae aged cells, superoxide DHE fluorescence; hits give low values; superoxide response (% of plate mean), % at 10 µM; hit rate 0.18% among 330,000;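 active = superoxide response under a set limit, about three screen SD below normal, cut at about 65% in these data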;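 also: yeast aged for seven days with compound at 30 °C before DHE staining; 100% = average MFI of all compound-treated wells on the plate with controls excluded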
JMJD2C inh: blocks human GASC-1 demethylase activity. Q9H3R0. GST-JMJD2C(1-420) H3K9me3 demethylation, DELFIA europium. inhibition, % at 2.35 µM. hit rate 0.069% among 330,000. AID 2099;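 active = more than half of a compound's replicate wells show inhibition beyond 50%, single wells judged on their own value; inconclusive = some, but no more than half, of replicates pass 50% inhibition; inactive = no replicate passes 50% inhibition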;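 also: signal counts dimethyl H3K9 product captured on neutravidin plate; 0% = median of DMSO wells and 100% = 0.3 times that DMSO median; strong numbers were not always called active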
Target sequence (Q9H3R0 1-420 limits assumed): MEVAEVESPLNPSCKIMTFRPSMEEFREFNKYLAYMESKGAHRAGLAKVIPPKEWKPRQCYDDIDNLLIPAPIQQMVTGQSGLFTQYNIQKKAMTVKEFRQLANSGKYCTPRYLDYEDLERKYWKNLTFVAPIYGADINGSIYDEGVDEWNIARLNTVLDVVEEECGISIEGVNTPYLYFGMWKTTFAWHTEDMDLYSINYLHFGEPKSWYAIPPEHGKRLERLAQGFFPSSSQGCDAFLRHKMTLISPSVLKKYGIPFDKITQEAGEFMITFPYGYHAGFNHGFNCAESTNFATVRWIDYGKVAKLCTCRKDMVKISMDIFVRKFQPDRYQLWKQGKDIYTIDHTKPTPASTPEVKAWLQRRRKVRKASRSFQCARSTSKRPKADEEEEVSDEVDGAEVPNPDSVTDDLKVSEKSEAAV
MEP2-GFP yeast: yeast TOR pathway MEP2-GFP modulation; GFP response vs DMSO, % at 10 µM; AID 2016; hit rate 0.51% among 330,000; S. cerevisiae MEP2-GFP strain, flow cytometry GFP, 3 h; 100% = DMSO control level;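 active = GFP response versus DMSO above a set limit, roughly screen mean plus 3 SD, cut at about 180% in these data; inconclusive = fewer than 70 cells counted for a yeast strain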;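 also: median GFP fluorescence of the barcode-gated MEP2-GFP cells per well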
proCasp3 act: activates human procaspase-3. hit rate 0.11% among 330,000. P42574. AID 463141. activation, % at 8.5 µM. recombinant procaspase-3 D3A, Ac-DEVD-pNA absorbance 405 nm;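 active = activation above the mean of all tested compounds plus 3 SD, cut at about 21% in these data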;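 also: 0% = DMSO alone and 100% = DMSO wells spiked with extra 5 µM PC-3 D3A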
Target sequence (P42574 whole entry D9A/D28A/D175A): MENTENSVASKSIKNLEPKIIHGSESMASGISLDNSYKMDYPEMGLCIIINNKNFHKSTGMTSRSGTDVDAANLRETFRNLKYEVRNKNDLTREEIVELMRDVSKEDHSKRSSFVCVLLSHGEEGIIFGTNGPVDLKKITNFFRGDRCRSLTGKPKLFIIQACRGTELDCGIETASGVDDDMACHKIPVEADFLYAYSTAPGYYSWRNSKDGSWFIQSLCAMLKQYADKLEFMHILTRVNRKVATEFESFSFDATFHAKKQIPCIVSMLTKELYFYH
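Evaluation: percent activation relative to control range; Material: Procaspase-3 D3A mutant, all three cleavage aspartates alanine; Compound: single dose, 8.5 µM nominal compound, 0.8% DMSO; Replication: one well per compound; Signal: absorbance at 405 nm, 0 and 120 min; Schedule: 1 h preincubation plus 2 h reaction at 25 °C.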
* = called active by the depositor; ? = inconclusive; / = no result given.

Sequence of screens – JMJD2C inh	RPL19A-GFP yeast	proCasp7 act	LAP4 TOR yeast	MEP2-GFP yeast	CR mimetic SO	AHR act	proCasp3 act
> COc1ccc(NC(=O)CN2CCc3ccccc3C2)cc1S(=O)(=O)N1CCOCC1
    8	102	-6	91	103	91	7	-8
> CCNC(=S)N(CCN(CC)CC)Cc1cc2cc3c(cc2[nH]c1=O)OCCO3
    -25	99	-36	100	102	93	12	-12
> COC(=O)c1c(C)nn(-c2ccc(OC(F)(F)F)cc2)c1-c1snnc1C
    13	105	-1	109	106	121	0	6
> CC(NS(=O)(=O)c1ccc(OCC(=O)NCc2cccnc2)cc1)c1ccccc1 (stereo not given)
    -1	99	5	103	101	98	4	-1
> Cc1ccccc1N1CCN(S(=O)(=O)c2ccccc2)CC1
    20	99	5	109	106	78	1	-3
> N#C/C(=C(/O)COC(=O)c1ccc(Cl)c(S(=O)(=O)N2CCOCC2)c1)c1nc2ccccc2[nH]1
    10	106	-2	102	104	94	20	-1
> COC(=O)c1ccc(NC(=O)CSCc2ccccc2)cc1
    -1	97	-4	97	95	91	3	2
> O=C(COC(=O)c1ccc(F)cc1Cl)NC(=O)NC1CCCC1
    17	97	-8	103	97	106	-1	0
> COc1cc(OC)cc(C(=O)N2CCN(c3ncccn3)CC2)c1
    -1	100	8	98	99	96	1	8
> CCCCCSc1ncccc1C(=O)O
    -22	102	6	113	96	111	1	0
> COc1cc(=O)[nH]c(SCC(=O)Nc2ccc3ccccc3c2)n1
    16	105	6	94	105	90	4	4
> CCn1c(=O)c2cc(C(=O)Nc3cc(C)on3)sc2c2ccccc21
    0	102	3	107	108	85	7	-2
> S=c1[nH]nc(C2CCCCC2)n1/N=C/c1ccc(Cl)cc1
    51	104	-1	89	109	109	-2	-6
> Cc1cccc(-c2noc(CN(C(=O)/C=C/c3ccccc3Cl)C(C)C)n2)c1
    -9	107	10	97	117	113	-1	-3
> COc1cccc(-c2cc(C(F)(F)F)nc(-n3cc(Cl)cn3)n2)c1
    7	103	7	109	108	97	-6	4
> CCN(CC)C(=O)CSc1nc(O)c(Cc2ccccc2)c(=O)n1-c1ccccc1C
    -4	99	1	/	98	104	0	10
> CC(NC(=O)CC1SC(N)=NC1=O)c1ccccc1 (stereo not given)
    -27	107	-1	98	104	116	2	3
> CCOC(=O)c1nnn(-c2nonc2N)c1CNc1ccccc1
    -6	99	-1	97	103	103	0	1
> Clc1ccccc1-c1nc(-c2cccnc2)no1
    -6	98	3	96	102	130	105*	10
> O=C(COC(=O)CNS(=O)(=O)c1ccccc1)NC12CC3CC(CC(C3)C1)C2
    -1	94	12	112	106	101	1	5
> CCCN1C2=C(C(=O)CCC2)C(c2ccc(O)c(Br)c2)C2=C1CCCC2=O
    -12	99	-8	102	99	106	0	-10
> C/C(=N\Nc1nc(N)cc(Cl)n1)c1ccc(Cl)c(Cl)c1
    1	105	-7	86	109	116	19	1
> O=C(OCc1ccccc1)C1CCCN1C(=O)c1cccs1 (stereo not given)
    1	98	15	105	104	101	-1	-6
> CCN(CC)C(=O)CN1CCC(n2c(C)nc3cc(C(F)(F)F)ccc32)CC1
    2	98	0	100	105	140	1	7
> COc1ccc(Cl)cc1NC(=O)CCn1c(=O)oc2ccccc21
    2	94	5	97	93	99	15	-4
> COc1ccc(C2=NOC(CNC(=O)c3ccccc3Br)C2)c(OC)c1 (stereo not given)
    -17	105	0	/	96	107	1	-5
> O=C(CC(NS(=O)(=O)c1ccc(Cl)cc1)c1ccco1)N1CCc2ccccc21 (stereo not given)
    2	90	5	106	91	99	0	6
> CCC(C)c1ccc2oc(-c3ccc(NC(=O)Cn4cnc5c(=O)n(C)c(=O)n(C)c54)cc3)nc2c1 (stereo not given)
    -5	104	13	104	113	128	11	1
> CN(C(=O)CN1C(=O)S/C(=C\c2ccccc2)C1=O)C1CCS(=O)(=O)C1 (stereo not given)
    -2	96	-8	91	100	95	-2	-4
> Cc1cc(C)c(OCC(=O)Nc2nnn(C)n2)c(Br)c1
    -3	103	-2	103	99	103	0	2

Shown with bars between the fields: part of the list above
smiles | JMJD2C inh | RPL19A-GFP yeast | proCasp7 act | LAP4 TOR yeast | MEP2-GFP yeast | CR mimetic SO | AHR act | proCasp3 act
CN(C(=O)CN1C(=O)S/C(=C\c2ccccc2)C1=O)C1CCS(=O)(=O)C1 (stereo not given) | -2 | 96 | -8 | 91 | 100 | 95 | -2 | -4
Cc1cc(C)c(OCC(=O)Nc2nnn(C)n2)c(Br)c1 | -3 | 103 | -2 | 103 | 99 | 103 | 0 | 2

Going on with the list.
Sequence of screens – JMJD2C inh	RPL19A-GFP yeast	proCasp7 act	LAP4 TOR yeast	MEP2-GFP yeast	CR mimetic SO	AHR act	proCasp3 act
> CC(Sc1nnc(NC2CCCCC2)s1)C(=O)Nc1ccc2c(c1)C(=O)c1ccccc1C2=O (stereo not given)
    7	104	3	98	106	126	36	-2
> CCOC(=O)Cn1c(=O)c2c(nc(Br)n2Cc2ccc(Cl)cc2)n(C)c1=O
    6	92	3	103	105	114	-2	-2
> COC(=O)c1ccc(NS(=O)(=O)c2ccc(SC)cc2)cc1
    -6	95	7	94	98	96	1	2
> O=C(N1CCCCCC1)N1CCN(S(=O)(=O)N2CCCCC2)CC1
    -5	98	3	95	99	106	3	2
> Cc1ccc(SCC(=O)N2N=CCC2c2ccccc2)cc1 (stereo not given)
    7	84	3	88	94	102	1	-2
> O=C(CSc1ccc(Cl)cc1)Nc1ccc(NC(=O)c2ccco2)cc1
    -1	100	4	91	104	78	-2	-1
> CC1(C)Cc2nc3sc4c(SCC(=O)O)ncnc4c3cc2CO1
    -1	99	5	98	99	105	-2	3
> N#Cc1ccc(C2=CC(=O)C[C@H](c3ccc(Cl)cc3)C2)cc1
    1	85	-4	105	88	121	7	0
> COc1ccc(COCC(O)CN2CCC(C(N)=O)CC2)cc1OC (stereo not given)
    0	107	-5	105	107	103	-2	0
> COc1ccc(NC(=O)COC(=O)C2C3CC4OC(=O)C2C4C3)cc1 (stereo not given)
    -3	103	7	92	104	91	1	4
> NC(=O)c1c(NC(=O)C2CCCO2)sc2c1CCC2 (stereo not given)
    ?	103	12	102	106	95	3	-3
> O=C(CSc1nnc(Nc2ccccc2)s1)Nc1cccc(S(=O)(=O)N2CCCCC2)c1
    -25	101	-6	104	104	96	0	7
> O=C(c1cc(COc2ccc(F)cc2Cl)on1)N1CCSCC1
    11	103	4	84	91	98	-5	2
> O=C(COc1ccccc1)NCCn1ccc2ccccc21
    8	96	-5	107	111	81	5	3
> C=CCSc1nnc(CNC(=O)c2ccccc2C)n1C(C)C
    0	106	-2	94	98	104	0	7
> CCc1ccc(NC(=O)C(C)OC(=O)/C=C/c2cccc([N+](=O)[O-])c2)cc1 (stereo not given)
    0	103	-3	85	101	115	0	-4
> CCN(CC)C(=O)C1CCCN(Cc2cccc(F)c2)C1 (stereo not given)
    3	101	-3	97	102	113	0	8
> CC(Oc1ccccc1F)c1nnc(SCC(=O)NCc2ccc3c(c2)OCO3)o1 (stereo not given)
    0	89	-1	85	100	92	0	1
> CC1(C)CC(=O)C(/C=N/c2ncccc2C(=O)O)=C(O)C1
    -6	92	-3	100	102	115	-1	-1
> CN(C)c1ccc(N=Nc2ccccc2Br)cc1
    6	81	10	107	124	90	53*	-4
> CCOC(=O)C1=NNC2C(=O)N(Cc3ccccc3)C(=O)C12 (stereo not given)
    -1	93	10	95	94	90	-1	12
> O=C(N/N=C/c1ccccc1O)c1cc[n+]([O-])cc1
    1	102	1	102	102	91	4	4
> O=C(O)C(Cc1ccccc1)NC(=O)C(c1ccccc1)c1ccccc1 (stereo not given)
    -15	110	-3	101	114	102	-1	-7
> Clc1ccccc1CSc1snnc1-c1ccccc1
    -46	108	0	79	109	102	9	2
> CCOc1ccccc1/C=C/c1onc(C)c1S(=O)(=O)N1CCC(C(=O)NC)CC1
    6	101	1	102	96	99	-1	5
> CC1CCN(C(=O)COC(=O)c2n[nH]c3ccccc23)CC1
    10	98	1	100	104	105	1	5
> O=C(c1ccc2c(c1)N(Cc1ccccc1F)C(=O)c1ccccc1S2(=O)=O)N1CCCC1
    5	105	6	108	103	102	2	1
> CC1(c2ccc(Cl)cc2)NC(=O)N(CC(=O)NCCC2=CCCCC2)C1=O (stereo not given)
    2	98	1	93	99	113	1	7
> COc1ccc2nc(N3CCOCC3)cc(C)c2c1
    2	102	-6	108	103	97	-5	0
> Cc1cccc2cc3c(N)c(C(=O)N4CCc5ccccc54)sc3nc12
    -11	?	-17	?	?	114	7	-5

3 of the entries above in order of the MEP2-GFP yeast value, largest number first.
structure	MEP2-GFP yeast
CCOC(=O)Cn1c(=O)c2c(nc(Br)n2Cc2ccc(Cl)cc2)n(C)c1=O	105
CCN(CC)C(=O)C1CCCN(Cc2cccc(F)c2)C1 (stereo not given)	102
N#Cc1ccc(C2=CC(=O)C[C@H](c3ccc(Cl)cc3)C2)cc1	88

New compounds follow.
Sequence of screens – JMJD2C inh	RPL19A-GFP yeast	proCasp7 act	LAP4 TOR yeast	MEP2-GFP yeast	CR mimetic SO	AHR act	proCasp3 act
> CCN(CC(=O)Nc1c(F)cccc1F)C(=O)COc1ccc2c(C)cc(=O)oc2c1
    5	98	7	119	99	101	-4	1
> COc1ccc(-n2c(Cc3cccn3C)nnc2SCC(N)=O)cc1
    120	101	-6	99	94	100	-1	-3
> Cc1cc(=O)oc2cc(OCC(=O)N3CCN(C(=O)C4COc5ccccc5O4)CC3)c(Cl)cc12 (stereo not given)
    0	108	3	121	113	110	-4	5
> COc1ccccc1N(CC(=O)NCCc1ccccc1)C(=O)CCC(=O)Nc1nccs1
    -3	89	2	86	90	101	4	-1

Among those listed so far, these have an NH in an aromatic ring:
Sequence of screens – JMJD2C inh	RPL19A-GFP yeast	proCasp7 act	LAP4 TOR yeast	MEP2-GFP yeast	CR mimetic SO	AHR act	proCasp3 act
> CCNC(=S)N(CCN(CC)CC)Cc1cc2cc3c(cc2[nH]c1=O)OCCO3
    -25	99	-36	100	102	93	12	-12
> N#C/C(=C(/O)COC(=O)c1ccc(Cl)c(S(=O)(=O)N2CCOCC2)c1)c1nc2ccccc2[nH]1
    10	106	-2	102	104	94	20	-1
> COc1cc(=O)[nH]c(SCC(=O)Nc2ccc3ccccc3c2)n1
    16	105	6	94	105	90	4	4
> S=c1[nH]nc(C2CCCCC2)n1/N=C/c1ccc(Cl)cc1
    51	104	-1	89	109	109	-2	-6
> CC1CCN(C(=O)COC(=O)c2n[nH]c3ccccc23)CC1
    10	98	1	100	104	105	1	5

Limited to RPL19A-GFP yeast, for 5 of the compounds above:
SMILES | RPL19A-GFP yeast
C=CCSc1nnc(CNC(=O)c2ccccc2C)n1C(C)C | 106
CCc1ccc(NC(=O)C(C)OC(=O)/C=C/c2cccc([N+](=O)[O-])c2)cc1 (stereo not given) | 103
CCN(CC)C(=O)C1CCCN(Cc2cccc(F)c2)C1 (stereo not given) | 101
CC(Oc1ccccc1F)c1nnc(SCC(=O)NCc2ccc3c(c2)OCO3)o1 (stereo not given) | 89
CC1(C)CC(=O)C(/C=N/c2ncccc2C(=O)O)=C(O)C1 | 92

Compound activity as filed in PubChem.
